# T cell modulator – T cell immune modulation candidate; 2C CD8+ T cell-vesicle binding, flow cytometry; stronger effect = lower value; calls only at 7 µM; hit rate 0.068% among 330,000; AID 2052;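 active = response, share of CD8 T cells binding vesicles, and their 90th percentile fluorescence all below set limits, cut at about 80% in these data, passing the limit was not always enough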
#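 incubation = binding step 1.5 h, 37 °C, antibody labelling 20 min, ice | test system = 2C mouse CD8+ T cells | read-out basis = percent CD8+ FL2 mean versus row control | controls = Peptide-free naked vesicles (low) and QL9 vesicles with 0.7% DMSO vehicle (high) | detection = flow cytometry of vesicle-bound cells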
# UTI89 phage lysis – protection from phage-mediated lysis, alamar blue read-out – E. coli UTI89, K1F phage, bacterial capsule biogenesis inhibitors (AID 488966) | E. coli UTI89 K1F phage lysis, alamar blue, 2 h; higher % means a stronger effect | one-dose inhibition, % at 100 µM; IC50 in µM for titrated hits | hit rate 0.02% among 340,000;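 active = phage lysis inhibition, versus mean bacterial control, above a set limit; inconclusive = no clear call, values can overlap the other calls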;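 also: capsule biogenesis inhibitors block K1F phage lysis so surviving cells raise fluorescence; higher fluorescence means more inhibition of phage lysis; actives were called in the ten point dose series up to 300 µM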
# Myeloid diff MLP – compounds promoting myeloid differentiation; ER-HoxA9 myeloid progenitors, lysozyme-GFP differentiation, flow cytometry; calls only at 10 µM; hit rate 1% among 360,000;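 active = normalized GFP-positive differentiation at or above the plate's own cutoff, the solvent-only control mean plus 3 SD; inconclusive = no clear call, values can overlap the other calls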;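 also: cells exposed to compound for four days before flow analysis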
# PhoP inhibition – PhoP-dependent GFP reporter repression – Salmonella Typhimurium, primary screen (AID 1863). S. Typhimurium PhoP-regulated promoter GFP reporter, 4 h; higher % means a stronger effect. hit rate 0.16% among 300,000. one-dose inhibition, % at 50 µM; IC50 in µM for titrated hits;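 active = inhibition over 29.93%, a cutoff 3 SD above the screen mean, later confirmed by dose response; inconclusive = inhibition over 29.93% but no dose response follow-up; inactive = inhibition at most 29.93% or unconfirmed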;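 also: 0% = low Mg2+ inducing control and 100% = high Mg2+ repressing control; strong numbers were not always called active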
# NTR1 ag – NTR1-driven beta-arrestin-GFP spot formation – imaging, U2OS cells, high content, primary screen (AID 493036) | hit rate 0.17% among 330,000 | activation, % at 20 µM | P30989 | agonist mode;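 active = activation at or above 40% of the spot to cytoplasm intensity ratio, with at least 20 cells analyzed; inconclusive = wells under 20 cells, flagged as cytotoxic or low count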;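 also: 0% = DMSO without peptide and 100% = 100 nM NTR1 peptide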
# Target sequence (P30989 whole entry, looked up): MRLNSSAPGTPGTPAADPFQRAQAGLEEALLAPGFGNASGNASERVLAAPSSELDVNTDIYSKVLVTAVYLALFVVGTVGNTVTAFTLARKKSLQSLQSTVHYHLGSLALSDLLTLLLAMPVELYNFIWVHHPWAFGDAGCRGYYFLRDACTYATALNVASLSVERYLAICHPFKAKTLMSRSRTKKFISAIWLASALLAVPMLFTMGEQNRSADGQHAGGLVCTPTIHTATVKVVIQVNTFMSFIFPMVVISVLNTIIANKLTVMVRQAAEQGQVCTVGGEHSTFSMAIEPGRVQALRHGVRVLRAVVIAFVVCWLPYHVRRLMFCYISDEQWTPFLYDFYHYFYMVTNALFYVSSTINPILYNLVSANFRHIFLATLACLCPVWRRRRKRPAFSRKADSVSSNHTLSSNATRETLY
# RSV CPE inhibition – inhibition of RSV-induced cytopathic effect – HEp-2 cells, primary 10 µM value included (AID 2391). HEp-2 cells, RSV-induced CPE inhibition; higher % means a stronger effect. CPE inhibition, % at 10 µM; hits with a dose series show IC50 in µM. hit rate 0.13% among 310,000; in the data active = a potency from the dose series; inconclusive = CPE inhibition mostly from about 23% at the one dose, without a potency; inactive = the rest, 99 in 100 with CPE inhibition below about 21%; also: strong numbers were not always called active
# TNAP activation fold – stimulation of alkaline phosphatase TNAP activity – biochemical, luminescent, no phosphate acceptor, uHTS, primary screen (AID 1001); activation fold at 20 µM, or EC50 in µM where a hit was titrated; hit rate 0.03% among 200,000; purified TNAP, luminescent activation assay, no phosphate acceptor; higher activation fold means a stronger effect; in the data active = activation fold from about 3, or a potency from the dose series; inactive = the rest, 99 in 100 with activation fold below about 1.6; also: many of its hits are not listed in these tables
# Rac1 GTP hydrolysis – MgcRacGAP GTPase-activating activity inhibitors, confirmation, biochemical, ADP Hunter fluorescence | MgcRacGAP-stimulated Rac1 GTP hydrolysis, ADP Hunter fluorescence; higher % means a stronger effect; GST-tagged Rac1 F28L mutant substrate | inhibition, % at 30 µM; hits with a dose series show IC50 in µM | AID 624330 | hit rate 0.6% among 340,000;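 active = first-screen hits whose inhibition reached a set limit at any dose in the follow-up dose series; inconclusive = inhibition above the set first-screen limit but never retested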;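 also: fluorescence reports GDP produced by GAP-driven GTP hydrolysis; strong numbers were not always called active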
# Large T inhibition – TAg ATPase/helicase activity blockers – biochemical (AID 1903) | inhibition, % at 20 µM; hits with a dose series show IC50 in µM | hit rate 0.39% among 310,000 | SV40 large T antigen ATPase/helicase inhibition assay; higher % means a stronger effect; in the data active = a potency from the dose series; inconclusive = inhibition mostly from about 32% at the one dose, without a potency; inactive = the rest, 99 in 100 with inhibition below about 32%; also: strong numbers were not always called active
# T cell modulator vesicle-bound % – recorded beside T cell modulator, whose call it bears; double positive events, %; measured here: CD8+ vesicle-bound cell fraction;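 binding gate set so that unloaded-vesicle control wells show 10% double positive cells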
# NTR1 ag cell count 20 µM – further read-out of NTR1 ag, marked with its call; cell count; measured here: cell count, cytotoxicity flag
# Myeloid diff MLP GFP+ MAC1+ % – further read-out of Myeloid diff MLP, marked with its call; GFP+ MAC1+ double positive, %; measured here: differentiation confirmed by MAC1 staining
# * = called active by the depositor; i = inactive; ? = inconclusive; / = no result given; + = active, no number; & = joins results of further samples; [ ] = another dose, or the depositor's remark.
SMILES,T cell modulator,T cell modulator vesicle-bound %,UTI89 phage lysis,Myeloid diff MLP,Myeloid diff MLP GFP+ MAC1+ %,PhoP inhibition,NTR1 ag,NTR1 ag cell count 20 µM,RSV CPE inhibition,TNAP activation fold,Rac1 GTP hydrolysis,Large T inhibition
Cc1cccc(N2CCCn3c2nc2c3c(=O)n(CCN3CCOCC3)c(=O)n2C)c1,i,29,0.0%,i,0.5,-6%,3.5,42,1.1%,1,11%,3%
CC1CN(c2nc(N(C)c3ccccc3)nc(N)c2[N+](=O)[O-])CC(C)O1 (centres undefined),i,49,0.3%,i,0.2,/,4.3,76,2.3%,/,2%,5%
COc1ccccc1C(=O)NCCCCNC(=O)c1ccccc1OC,i,20,0.6%,i,0.2,/,0.5,61,0.2%,/,0%,8%
Cn1cc(SCC(=O)NC2CCCC2)c2ccccc21,i,62,-0.1%,i,0.8,-4%,0.0,63,0.9%,/,8%,3%
CCCn1c(SCC(=O)N2CCc3ccccc3C2)nc(O)cc1=O,i,54,0.9%[50 µM],i,0.3,/,-1.7,71,/,/,3%,/
COc1cc(NCCC(=O)c2cccs2)c(OC)cc1Cl,i,26,-0.1%,i,0.9,8%,1.2,49,-0.9%,1.2,58µM*,25%
COc1ccc(Cl)cc1NC(=O)CCN1C(=O)C2CC=CCC2C1=O (centres undefined),i,6,0.3%,i,1.7,-10%,-0.5,72,1.6%,/,3%,20%
Nc1nc(NCCCN2CCOCC2)nc(Nc2ccc(F)cc2)c1[N+](=O)[O-],i,29,9.2%[50 µM],i,0.2,15%,3.4,77,-0.8%,1,4%,2%
CCCCCN(C(=O)NC(=O)Nc1ccccc1C)S(=O)(=O)c1ccccc1,i,22,-6.0%,i,0.8,2%,2.6,39,0.3%,1,4%,2%
O=C(CC1C(=O)NC2CCCCC2N1C(=O)c1ccc(F)cc1)Nc1ccccc1 (centres undefined),i,36,2.2%,i,2.1,12%,-0.1,49,1.1%,1,-2%,0%
O=C(CSc1nnc(-c2ccncc2)n1-c1ccccc1)NCC1CCCO1 (centres undefined),i,9,1.6%,i,1.2,/,-2.0,53,1.2%,/,1%,/
Cc1cc(S(=O)(=O)NCc2ccccc2)ccc1OCC(=O)NCc1cccnc1,i,7,-0.1%,i,0.4,0%,1.1,44,-0.4%,/,6%,9%
C/C(Cl)=C/Cc1c(C)[nH]c2ccc(C)cc2c1=O,i,19,1.1%,i,0.4,-2%,-1.5,56,0.7%,1.1,5%,-2%
CCOC(=O)c1cc(CC)sc1NC(=O)c1cc([N+](=O)[O-])ccc1N1CCOCC1,i,1,0.6%,?,/,-6%,0.0,75,-0.2%,1.1,10%,2%
Oc1c(N=NC(=S)Nc2ccccc2F)c2ccccc2n1Cc1ccccc1Cl,i,58,-0.4%,i,0.7,1%,0.9,43,0.7%,0.8,9%,4%
CCC1(C)Cc2ccccc2-c2nc(NCCCO)n(C)c(=O)c21 (centres undefined),i,26,-1.9%,i,0.4,-5%,3.7,60,/,/,13%,-1%
O=C(O)CSc1ccccn1,i,23,0.0%,i,0.4,-2%,0.4,43,0.6%,1.1,8%,9%
CCOC(=O)c1nnn2c1nc(N1CCOCC1)c1ccccc12,i,5,/,i,0.3,-1%,0.2,48,0.7%,/,/,4%
COC(=O)[C@@H](NC(=O)N(C1CCCCC1)C1CCCCC1)C(C)C,i,47,6.0%,i,1.2,-3%,-0.2,62,-0.4%,1.1,7%,9%
C/C(CCc1ccc2c(c1)OCO2)=N\N=C1\NC(=O)CC(C(=O)Nc2ccc(Cl)cc2)S1 (centres undefined),i,36,3.2%,i,0.8,24%,4.1,80,4.5%,1,4%,1%

# Quoted at random: 2 compounds from above.
SMILES,T cell modulator,T cell modulator vesicle-bound %,UTI89 phage lysis,Myeloid diff MLP,Myeloid diff MLP GFP+ MAC1+ %,PhoP inhibition,NTR1 ag,NTR1 ag cell count 20 µM,RSV CPE inhibition,TNAP activation fold,Rac1 GTP hydrolysis,Large T inhibition
COC(=O)[C@@H](NC(=O)N(C1CCCCC1)C1CCCCC1)C(C)C,i,47,6.0%,i,1.2,-3%,-0.2,62,-0.4%,1.1,7%,9%
O=C(O)CSc1ccccn1,i,23,0.0%,i,0.4,-2%,0.4,43,0.6%,1.1,8%,9%

# (listing goes on)
SMILES,T cell modulator,T cell modulator vesicle-bound %,UTI89 phage lysis,Myeloid diff MLP,Myeloid diff MLP GFP+ MAC1+ %,PhoP inhibition,NTR1 ag,NTR1 ag cell count 20 µM,RSV CPE inhibition,TNAP activation fold,Rac1 GTP hydrolysis,Large T inhibition
Cc1nn(C)c(C(=O)N/N=C/c2ccc(Br)cc2)c1Cl,i,20,1.6%[50 µM],i,0.4,3%,4.5,82,1.1%,1.2,9%,10%
CC(C)(C)c1nc(SCC(=O)NC2CCCC2)c2ccccc2n1,i,43,-0.5%,/,/,12%,1.6,45,2.3%,/,-2%,1%
CC(=O)Nc1ccc(NC(=O)c2ccc(C)c(S(=O)(=O)Nc3cccc(C)c3)c2)cc1,i,35,-1.4%,i,0.4,2%,4.3,27,?,1.1,5%,-4%
O=C(Nc1cc(Cl)cc(Cl)c1)C1CCC(=O)N1Cc1ccccc1Cl (centres undefined),i,14,0.2%,i,0.7,-3%,-2.5,68,6.8%,1.1,9%,9%
CO[C@@]1(NC(=O)Cc2cccs2)C(=O)N2C(C(=O)O)=C(COC(N)=O)CS[C@@H]21,i,26,-10%,i,2.4,0%&7%,-0.4,71,0.8%,1,9%,4%&28%
Nc1nonc1N1CCCCC1,i,44,0.2%,i,1.4,0%,1.0,83,-0.4%,1.1,8%,0%
CC1CCN(c2ccc(S(=O)(=O)N3CCC(C)CC3)cc2N)CC1,i,23,0.1%,i,0.0,-6%,1.8,52,-1.2%,/,8%,11%
COc1ccccc1N1CCN(S(=O)(=O)c2c(C)sc3ncn(CC(=O)NCCN(C)C)c(=O)c23)CC1,i,33,0.0%,i,0.4,4%,-1.3,54,0.1%,/,8%,19%
Cc1ccccc1-c1nc2sc3c(c2c(=O)o1)CCC3,i,5,0.8%,i,0.5,10%,5.2,41,5.7%,1.1,12%,-10%
Cc1ccc(-c2nc(CCN3C(=O)c4ccccc4C3=O)cs2)cc1,i,41,6.7%,i,0.9,3%,4.4,71,47µM*,1,4%,13%
Cn1c(SCC(=O)N2CCN(c3ccccc3)CC2)nnc1-c1ccncc1,i,64,0.6%,i,0.0,-1%,0.2,54,1.6%,1.1,-1%,5%
Cc1cccc(CNC(=O)c2ccccc2N)c1,i,58,-0.3%,i,0.8,0%,-0.3,69,1.6%,1.1,8%,11%
Cc1ccc(SCC(=O)OCC(=O)NC2CCCCCC2)cc1,i,18,-0.1%,i,0.3,-6%,-1.2,60,2.0%,/,0%,12%
CC(C)NC(=O)C12CC3CC(C1)CC(n1cnc(Cl)n1)(C3)C2,i,60,0.4%,i,0.9,3%,2.5,44,1.0%,1.1,3%,5%
CCN(CC(=O)Nc1ccc(OC)cc1)C(=O)CCc1nc2ccccc2c(=O)[nH]1,i,51,1.2%[50 µM],i,0.7,6%,0.4,68,0.9%,/,4%,9%
O=C1CC(c2ccc(F)cc2)Sc2nc(-c3ccccc3)c(-c3ccccc3)n21 (centres undefined),i,26,1.1%,i,0.2,4%,1.9,49,6.5%,1.1,6%,8%
C[C@H](NC(=O)c1nc[nH]c1C(=O)N1CCN(C(=O)OC(C)(C)C)CC1)C(=O)OC(C)(C)C,i,16,-1.3%,i,1.9,-2%,-2.1,83,0.1%,/,9%,9%
COC(=O)[C@]1(CC(C)C)N[C@H](c2ccc(-c3ccc(F)cc3)cc2)[C@@H]2C(=O)N(C)C(=O)[C@@H]21,i,27,1.4%,i,1.7,-3%,1.2,93,2.2%,/,3%,9%
O=C(Nc1cccc(C(=O)N2CCOCC2)c1)c1cncc(Br)c1,i,16,-0.2%,i,0.3,2%,0.2,59,1.5%,1.1,-1%,5%
O=C(CSc1n[nH]c(=O)n1C1CC1)Nc1ccc(F)c([N+](=O)[O-])c1,/,/,0.9%[50 µM],i,0.6,/,-0.3,67,/,/,6%,/
CN(C)CCNc1oc(-c2ccccc2Cl)nc1S(=O)(=O)c1ccccc1,+,6.3*,0.5%,i,1.4,/,-2.4,56,-0.6%,/,-1%,/
CCN(CC(=O)Nc1ccc(NC(C)=O)cc1)C(=O)/C=C/c1ccc(C)o1,i,31,0.2%[50 µM],i,0.2,/,1.7,62,0.3%,/,0%,/
CCc1ccc(CNC(=O)c2ccc3nc(C4CCCCC4)oc3c2)nc1,i,27,-0.1%,i,0.5,-4%,0.9,60,3.5%,/,9%,9%
CCSC(=O)NC1CCCCC1,i,44,/,i,0.3,-12%,-0.8,33,/,/,/,26%
O=C(COC(=O)Cc1cccc(C(F)(F)F)c1)NCC1CCCO1 (centres undefined),i,66,-0.2%,i,8.9,-1%,-0.5,58,2.4%,1.1,2%,2%
Cc1nc(C(N)=O)nc2ccccc12,i,24,7.7%,i,3.1,1%,11,85,3.2%,/,5%,0%
O=C(OCc1ccco1)c1ccc(S(=O)(=O)N2CCCCC2)cc1,i,44,-0.1%,i,0.6,-2%,-0.5,68,0.6%,1,12%,8%
O=C(OC(C(=O)NCc1ccc2c(c1)OCO2)c1ccc(Cl)cc1)c1ccco1 (centres undefined),i,70,0.5%,i,0.8,12%,-1.0,88,0.4%,0.9,5%,23%
O=S(=O)(c1ccc(OCC(O)CN2CCCC2)cc1)N1CCOCC1 (centres undefined),i,10,-0.1%,i,0.9,-1%,-2.7,72,1.3%,1,10%,11%
CCOCCOC(NC(=O)c1ccccc1)(C(F)(F)F)C(F)(F)F,i,46,2.0%,i,0.2,-20%,-0.9,39,3.9%,1.1,-2%,7%
CC(C)(C)c1ccc(-c2n[nH]c(=S)n2CC2CCCO2)cc1 (centres undefined),i,50,0.0%,i,0.2,-13%,-2.3,27,6.9%,1.1,2%,21%
Cc1ccc(C)n1-n1c(C)nc2sc(-c3ccccc3)cc2c1=O,i,35,14%,i,0.6,6%,6.2,34,3.1%,1,3%,17%
C=CCOc1ccccc1CNn1nnnc1N,i,11,0.0%,i,7.3,3%,-1.1,64,0.4%,1.1,11%,15%

# High-throughput results from PubChem BioAssay.
